Bioassay records as filed in PubChem BioAssay.
MsrA inhibitor: bovine MsrA enzyme inhibitors, primary screen, biochemical, absorbance, HTS | purified bovine MsrA, absorbance read-out | inhibition, % at 15.5 µM | Methionine sulfoxide reductase A (Bos taurus) | 360,000 compounds, 0.75% hits; in the data active = inhibition above about 4.5%;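 also: 0% = vehicle wells with enzyme and 100% = reference inhibitor wells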
Neddyl block: inhibitors of cullin neddylation, primary screen, biochemical, TR-FRET, uHTS, NAE and Ubc12; NEDD8-conjugating enzyme Ubc12 (Homo sapiens) + NEDD8-activating enzyme E1 regulatory …; 360,000 compounds, 0.58% hits; calls only at 25 µM; in the data active = inhibition above about 36%
MsrA act: bovine MsrA enzyme activators, primary screen, biochemical, absorbance, HTS | 360,000 compounds, 0.3% hits | AID 602163, 2012 | activation, % at 10.6 µM | Methionine sulfoxide reductase A (Bos taurus) | purified bovine MsrA, absorbance read-out; in the data active = activation above about 7.5%;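 also: 0% = vehicle and 100% = reference activator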
FAS TE block: FAS thioesterase domain inhibitors, primary screen, biochemical, fluorescence intensity, uHTS; recombinant FAS-TE, OMFH fluorogenic substrate, fluorescence endpoint; inhibition, % at 15 µM; Fatty acid synthase (Homo sapiens), P49327; 360,000 compounds, 0.67% hits; AID 602261, 2012;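 active = compounds whose normalised, plate-corrected inhibition of enzyme fluorescence in the single-dose primary screen is 50% or more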;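 also: 0% = DMSO with enzyme and 100% = substrate without enzyme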
E coli Lon inh: inhibitors of E. coli Lon protease, primary screen, biochemical, fluorescence polarization; P0A9M0; purified E. coli Lon protease; inhibition, % at 7.94 µM; 360,000 compounds, 0.42% hits; in the data active = inhibition above about 13%, passing the limit was not always enough;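 also: 0% = enzyme with probe and DMSO and 100% = no enzyme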
Target sequence (P0A9M0 whole entry, looked up): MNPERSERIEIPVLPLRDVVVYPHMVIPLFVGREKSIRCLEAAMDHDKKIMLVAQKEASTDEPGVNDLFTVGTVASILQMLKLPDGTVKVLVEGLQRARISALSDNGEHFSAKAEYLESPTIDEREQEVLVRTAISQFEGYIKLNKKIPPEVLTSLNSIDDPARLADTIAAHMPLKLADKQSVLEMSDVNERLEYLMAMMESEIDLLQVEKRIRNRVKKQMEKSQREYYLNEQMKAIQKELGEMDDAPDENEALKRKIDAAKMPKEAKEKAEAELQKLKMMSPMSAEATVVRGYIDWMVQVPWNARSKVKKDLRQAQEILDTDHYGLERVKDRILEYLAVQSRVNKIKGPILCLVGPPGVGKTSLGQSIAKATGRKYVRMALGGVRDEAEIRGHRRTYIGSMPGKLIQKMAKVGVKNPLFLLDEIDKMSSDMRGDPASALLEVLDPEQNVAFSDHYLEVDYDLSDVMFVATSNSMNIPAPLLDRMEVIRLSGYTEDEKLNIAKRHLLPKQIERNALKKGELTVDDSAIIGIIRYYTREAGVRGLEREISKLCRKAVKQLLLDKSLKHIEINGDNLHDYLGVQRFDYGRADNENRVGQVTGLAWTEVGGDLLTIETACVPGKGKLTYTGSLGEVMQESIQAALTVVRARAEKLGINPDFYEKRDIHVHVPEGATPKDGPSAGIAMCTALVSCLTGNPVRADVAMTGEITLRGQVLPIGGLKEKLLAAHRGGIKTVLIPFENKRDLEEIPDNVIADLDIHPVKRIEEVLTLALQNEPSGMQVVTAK
SKN-1 block: suppressors of acrylamide-induced Pgst-4::GFP reporter in worms, primary screen, SKN-1 inhibitor project, whole organism, uHTS, GFP/RFP fluorescence ratio, strain VP596; C. elegans VP596 Pgst-4::GFP/RFP ratio, 24 h; inhibition, % at 21.8 µM; 360,000 compounds, 0.49% hits;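 active = interference check ratio from 0.5 to 1.5 plus GFP to RFP signal ratio inhibition reaching or exceeding a fixed threshold, cut at about 30% in these data, passing the limit was not always enough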; also: some compounds called inactive have numbers as strong as hits
CendR NRP1 mod: modulators of CendR peptide binding to NRP-1, primary screen, biochemical, fluorescence polarization, uHTS | Neuropilin-1 (Homo sapiens), O14786 | FAM-RPARPAR peptide binding to NRP-1 | inhibition, % at 25 µM | 360,000 compounds, 0.85% hits;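 active = inhibition or corrected inhibition above about 18%, plus a signal ratio from 0.5 to 1.5, limit read from the data, passing the limit was not always enough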; also: strong numbers were not always called active
Rin1 Abl inh: inhibitors of Rin1-Abl protein binding, primary screen, biochemical, TR-FRET; 360,000 compounds, 0.4% hits; AID 588664, 2011; Tyrosine-protein kinase ABL1 (Homo sapiens) + Ras and Rab interactor 1 (Homo sapiens), …; inhibition, % at 7.35 µM; in the data active = inhibition above about 5%, passing the limit was not always enough
MT1-MMP act inh: blockers of MT1-MMP proenzyme processing, primary screen, HT1080 RFP-PRO-GFP cells, GFP/RFP fluorescence; Matrix metalloproteinase-14 (Homo sapiens), P50281; GFP/RFP ratio fluorescence, overnight; percent of plate control window, DMSO zero; GFP/RFP ratio change, % at 20 µM; 360,000 compounds, 0.061% hits; AID 651647, 2012;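 active = GFP/RFP ratio change of at least 30% with cell ATP level not reduced by more than half and red fluorescence within 50% of control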; also: strong numbers were not always called active
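Test system: HT1080 RFP-PRO-GFP cells; Benchmarks: DMSO and RFP-L50D-GFP cell wells; Timing: cells overnight before dosing, compound overnight, 37 °C, 5% CO2; Compound: one 20 µM compound dose with 1% DMSO; Read-out: GFP/RFP fluorescence ratio.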
Starred values were filed as active, the others as inactive; i = inactive; / = no result given. No enrichment for hits, and some 4.2% of all compounds hit somewhere here.

SMILES	MsrA inhibitor	Neddyl block	MsrA act	FAS TE block	E coli Lon inh	SKN-1 block	CendR NRP1 mod	Rin1 Abl inh	MT1-MMP act inh
O=C(N/N=C1\CCCc2ccccc21)c1ccccc1Cl	-0.8	i	-1	-3	-3	11	10	2	1
Nc1c(C(=O)c2ccc(Cl)cc2)oc2ccccc12	-0.1	i	-7	3	-3	-9	-1	0	1
Cc1cc(SCc2ccc(C(F)(F)F)cc2)nc(=O)[nH]1	2.5	i	-1	-4	-1	10	1	-3	0
COc1ccc(Cl)cc1NC(=O)CN(C)C(=O)Cn1[nH]c(=O)c2ccccc2c1=O	0.6	i	-6	-1	-5	-8	-4	4	0
CCN(C[C@H]1N[C@@](Cc2ccccc2)(C(=O)OC)[C@H]2C(=O)N(Cc3ccccc3)C(=O)[C@@H]12)S(=O)(=O)c1ccc(C(F)(F)F)cc1	1.2	i	0	28	0	3	-1	0	-6
N#CCSc1nc2ccccc2c(=O)n1CCC(=O)NCCc1ccccc1	-0.2	i	-11	-5	4	-2	-6	-1	-2
COc1cc(C(=O)Nc2nc(-c3cccs3)cs2)cc(OC)c1OC	0.3	i	-4	29	2	3	-12	0	-10
COCCCn1cc(C(=O)c2ccccc2OCC(=O)Nc2cccc(F)c2)cc(C#N)c1=O	1.1	i	1	20	-9	0	-1	1	-4
Cc1ccsc1CN1CCC(C(=O)NCc2ccccc2Cl)CC1	-0.5	i	4	-6	4	-11	4	2	1
C#CCSc1nc(-c2cccs2)ccc1C#N	0.5	i	0	15	-2	9	10	-3	-3
OCCOc1nnnn1-c1ccccc1	0.8	i	-3	-4	-7	0	-4	0	-1
COCc1cc(N2CCCCC2)nc(-c2ccccc2)n1	-0.8	i	-2	6	-6	2	5	1	-1
Cc1cc(=O)[nH]c(N2CCCNCC2)n1	/	i	-6	-7	-8	6	3	-1	-1
N#Cc1nc(COc2ccc(F)cc2)oc1NCCCn1ccnc1	-0.2	i	-3	-11	-3	-6	4	1	4
CCc1cccc2c(SC(C)C(=O)NCC3CCCO3)nc(-c3ccccc3)nc12 (configuration not stated)	-0.2	i	-3	7	-8	2	-5	1	-17
Nn1c(Cc2cccc3ccccc23)nnc1SCc1c(F)cccc1Cl	0.4	i	-3	0	-4	-1	-5	3	-3
COc1ccc(C2CC(=O)N3CN(Cc4ccco4)CSC3=C2C#N)cc1 (configuration not stated)	1.4	i	-2	-3	-10	2	-10	0	-5
COc1cc(-c2nnc(SCC(=O)c3ccc(C)cc3)o2)cc(OC)c1OC	-1.3	i	-2	22	0	13	8	3	8
O=C(NCc1ccco1)c1ccc2c(c1)N(Cc1ccccc1)C(=O)CS2	-0.1	i	-2	8	-4	18	-2	-4	-5
CCN(CC)S(=O)(=O)c1ccc(N2CCCC2)c(NC(=O)c2ccc([N+](=O)[O-])o2)c1	1.1	i	-4	29	-6	1	13	-3	4

4 entries from above, as a markdown table:
| structure | MsrA inhibitor | Neddyl block | MsrA act | FAS TE block | E coli Lon inh | SKN-1 block | CendR NRP1 mod | Rin1 Abl inh | MT1-MMP act inh |
| --- | --- | --- | --- | --- | --- | --- | --- | --- | --- |
| COc1ccc(C2CC(=O)N3CN(Cc4ccco4)CSC3=C2C#N)cc1 (configuration not stated) | 1.4 | i | -2 | -3 | -10 | 2 | -10 | 0 | -5 |
| Cc1cc(SCc2ccc(C(F)(F)F)cc2)nc(=O)[nH]1 | 2.5 | i | -1 | -4 | -1 | 10 | 1 | -3 | 0 |
| COCCCn1cc(C(=O)c2ccccc2OCC(=O)Nc2cccc(F)c2)cc(C#N)c1=O | 1.1 | i | 1 | 20 | -9 | 0 | -1 | 1 | -4 |
| CCc1cccc2c(SC(C)C(=O)NCC3CCCO3)nc(-c3ccccc3)nc12 (configuration not stated) | -0.2 | i | -3 | 7 | -8 | 2 | -5 | 1 | -17 |

Carrying on:
SMILES	MsrA inhibitor	Neddyl block	MsrA act	FAS TE block	E coli Lon inh	SKN-1 block	CendR NRP1 mod	Rin1 Abl inh	MT1-MMP act inh
Cc1ccc(/C=N/NC(=O)c2nn(C)cc2Cl)cc1	0.1	i	-7	-4	16	3	6	0	6
CC(NC(=O)c1ccc2c(=O)n3c(nc2c1)CCCCC3)c1ccccc1 (configuration not stated)	-1.1	i	-4	6	2	18	-4	-1	5
COc1ccc(S(=O)(=O)N(C)CC(=O)NCc2cccnc2)cc1Cl	-0.2	i	-10	-10	-6	-9	3	2	5
Cc1onc(-c2ccccc2)c1C(=O)NC1CCCCC1C (configuration not stated)	-0.6	i	-5	-6	-6	12	-11	2	1
Cc1noc(C)c1CSc1nnc2ccc3ccccc3n12	/	i	-4	-2	-1	4	10	0	6
Cc1ccc(C)c(Cn2nnc3c(=O)[nH]c(C4CCN(C(=O)c5cccs5)CC4)nc32)c1	-0.2	i	-7	9	-7	5	8	-1	-10
CCN(CC)S(=O)(=O)c1ccc(C)c(NC(=O)CN2CCN(Cc3ccccc3)CC2)c1	1.9	i	-2	5	-6	-8	-8	-2	7
Cc1ccc(N2CC(C(=O)N(C)CC(=O)Nc3ccc(Cl)c(C(F)(F)F)c3)CC2=O)cc1 (configuration not stated)	0.0	i	1	25	1	8	-4	0	4
CCOc1cc(-c2cn(S(=O)(=O)c3cccc4nsnc34)nc2N)cc(OCC)c1OCC	-0.7	i	-3	16	-4	-10	9	-2	-7
O=C(COc1ccccc1)NNc1c2ccccc2nc2ccccc12	0.8	i	-5	4	-4	5	4	-7	19
CCOc1ccc(-n2nc3cc(C)c(N)cc3n2)cc1	0.3	/	0	4	-7	20	-1	1	8
CCn1c(=O)c(C(=O)CC#N)c(N)n(Cc2ccccc2)c1=O	-0.4	i	-1	-2	1	-9	4	-1	1
CC(OC(=O)CN1C(=O)NC2(CCCC2)C1=O)C(=O)c1ccccc1 (configuration not stated)	-0.2	i	-2	-8	-10	6	6	-3	-2
CCCOc1ccc(C2=CC(=O)C[C@H](c3ccc(OC)cc3)C2)cc1	0.4	i	-1	25	4	-3	16	-1	5
CC(Oc1ccc2c(-c3ccccc3)cc(=O)oc2c1)C(=O)NCc1ccccn1 (configuration not stated)	0.6	i	-8	-4	-1	5	0	-3	5
COc1ccc(CNC(=O)CN2C(=O)COc3ccc(S(=O)(=O)N4CCCC4)cc32)cc1	0.2	i	-1	0	6	9	3	0	-2
Cc1cc2oc(=O)cc(CN(C)Cc3ccccc3)c2cc1C(C)C	1.2	i	-2	19	8	8	1	2	-2
CC(C)c1nc2oc3c(NCc4ccccn4)ncnc3c2c2c1COC(C)(C)C2	0.4	i	-2	-1	0	-11	-13	-1	-3
CC(=O)Nc1cccc(C(=O)Nc2ccccc2C(=O)O)c1	0.6	i	-12	-9	0	-10	-6	17*	4
CN(C)C(CNC(=O)c1cccc(S(=O)(=O)N2CC3(C)CC2CC(C)(C)C3)c1)c1ccco1 (configuration not stated)	-1.2	i	3	2	-12	19	-11	4	0
COc1ccc(OC)c(CCNC(=O)Cn2nc(C)c3c(C)n(-c4ccccc4)nc3c2=O)c1	0.3	i	-13	-7	-16	-5	-1	2	5
COc1ccnc2c1c(=O)n(Cc1ccc(Cl)cc1Cl)c(=O)n2C	0.1	i	-2	12	-8	-2	1	-2	-1
COc1ccc(CCCC(=O)NCCc2ccccc2)c(C)c1	-0.1	i	1	3	0	1	1	3	-4
CC1=NNC(=O)C1CCC(=O)N/N=C/c1ccc(Cl)cc1 (configuration not stated)	-0.2	i	2	-4	-2	7	-10	1	-4
Cc1ccc(OCC(=O)N2CCCc3ccccc32)cc1	0.4	i	6	5	-4	1	9	0	-1
O=C(COC(=O)CCSc1ccccc1)Nc1ccccc1	-0.5	i	-1	-2	2	10	-4	0	5
CCc1nc2ccccc2c(NC(=O)CN2CC(C)CC(C)C2)c1C (configuration not stated)	2.7	i	-5	-6	-3	3	12	-1	-4
CCc1cc2c(=O)c(-c3nc4ccccc4n3C)coc2c(CN2CCCCC2)c1O	4.3	/	-4	-5	3	-3	8	1	2
CC1(C)Cc2c(cnn2-c2ccc(F)cc2)C(NC(=O)CCC(F)(F)F)C1 (configuration not stated)	-1.6	i	-3	1	5	-13	-3	-3	1
CCc1ccc(NC(=O)CCS(=O)(=O)c2cccc3nsnc23)cc1	-0.4	i	-4	-3	-14	-13	2	0	-1
CCc1ccccc1N(CC(=O)NC(C)(C)CC)C(=O)CCC(=O)Nc1nccs1	-2.2	i	0	3	-5	14	13	4	0
Cc1ccc(C(C)C)c(OCCCN2CC(C)OC(C)C2)c1 (configuration not stated)	0.6	i	-4	-8	-8	-8	1	2	-3
C=CCn1nc([N+](=O)[O-])nc1Sc1cccc2cccnc12	/	i	-1	-6	9	5	-10	-3	-4
COc1ccc(S(=O)(=O)N(CC(=O)NN=C2CCN(C)CC2)c2ccc(C)cc2)cc1OC	0.0	i	-4	-7	-3	11	2	0	0
NC1=NC2CS(=O)(=O)CC2S1 (configuration not stated)	-0.8	i	-6	-10	-11	4	-4	3	1
CCN=C1SC(C(=O)Nc2cccc(Br)c2)CC(=O)N1CC (configuration not stated)	0.5	i	0	-8	-11	15	-1	-3	-2
Cc1ccccc1CS(=O)(=O)CCC(=O)NCCN1CCN(c2cccc(Cl)c2)CC1	-0.5	i	-2	-6	-7	-5	14	-3	7
CC1=CC(C)C2(COC(c3ccc[n+](C)c3)OC2)C(C)C1 (configuration not stated)	-0.6	i	-4	-1	-3	11	3	1	-7
C=CCCCCCCCCC(=O)Nc1ncccn1	-0.2	i	-3	-5	8	6	-6	-2	10
CC(OC(=O)c1nn(C)c(=O)c2ccccc12)C(=O)Nc1ccc(S(N)(=O)=O)cc1 (configuration not stated)	-0.3	i	-3	-6	-12	19	-7	-1	4
O=C(CSc1nc2cc(Cl)ccc2s1)NCC1CCCO1 (configuration not stated)	1.4	i	-7	-2	-11	9	0	3	-4
Cc1ccccc1CNC(=O)c1ccccc1N	-0.5	/	-3	-6	-3	0	2	-2	3
COc1cc(OC)c2c(-c3cccc(-c4ccc(C(C)=O)cc4)c3)cc(=O)oc2c1	/	i	-1	26	-9	30	-2	-3	-2
Cc1ccc(S(=O)(=O)N(C)CC(=O)N2CCCc3ccccc32)cc1	-0.8	i	-3	-4	-1	14	-2	-2	-9
CC1(C)Cc2nc3sc4c(=O)n(CC(N)=O)cnc4c3cc2CO1	0.3	i	-5	-4	2	14	-1	0	-1
COC(=O)c1sc2nc(C)nc(SCC(=O)Nc3sccc3C(N)=O)c2c1C	-0.3	i	-8	4	0	8	-5	0	1
OCCNCc1cc(Br)ccc1OCc1ccc(F)cc1	0.1	i	-10	-6	5	-14	-4	-3	0
OC(c1cc(C(F)(F)F)nc2c(Cl)cc(Cl)cc12)C1CCCCN1 (configuration not stated)	0.8	i	-1	-3	3	21	4	4	-6
CC(=O)Nc1ccc(S(=O)(=O)N2CCC(C(=O)c3ccc(F)cc3)CC2)cc1	-0.1	i	0	15	-4	16	14	-2	-3
CC(=O)CCCC(NS(=O)(=O)CCC(Cl)(Cl)Cl)c1ccccc1 (configuration not stated)	-0.3	i	-1	6	-1	-16	5	3	4
Cn1cnc([N+](=O)[O-])c1Sc1ncccc1N	2.0	i	0	-6	14	-11	5	-5	6
O=C(COC(=O)CCN1C(=O)c2ccccc2C1=O)Nc1ccccc1[N+](=O)[O-]	-0.1	i	0	2	1	-2	6	-1	3
